# SV40 large T antigen = SV40 large T antigen inhibitors, biochemical (AID 1903); 310,000 tested, 0.39% active; one-dose inhibition, % at 20 µM; IC50 in µM for titrated hits; SV40 large T antigen ATPase/helicase inhibition assay; higher % means a stronger effect; in the data active = a potency from the dose series; also: strong numbers were not always called active
# Dengue-2 NS5 capping = Dengue-2 NS5 methyltransferase inhibitors, primary screen, biochemical, confirmation dose response (AID 588689). Genome polyprotein (Dengue virus type 2 (strain 16681-PDK53)). Dengue-2 NS5 methyltransferase capping enzyme assay, biochemical; higher % means a stronger effect. one-dose inhibition, % at 25 µM; IC50 in µM for titrated hits. 340,000 tested, 0.3% active; in the data active = a potency from the dose series
# NTR1 agonist = agonists of NTR1, primary screen, imaging, U2OS cells, beta-arrestin-GFP, high content (AID 493036); 330,000 tested, 0.17% active; Neurotensin receptor type 1 (Homo sapiens), P30989; NTR1-U2OS beta-arrestin-GFP spot imaging, agonist mode; activation, % at 20 µM;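 active = activation at or above 40% of the spot to cytoplasm intensity ratio, with at least 20 cells analyzed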;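 also: 0% = DMSO without peptide and 100% = 100 nM NTR1 peptide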
# Target sequence (P30989 whole entry, looked up): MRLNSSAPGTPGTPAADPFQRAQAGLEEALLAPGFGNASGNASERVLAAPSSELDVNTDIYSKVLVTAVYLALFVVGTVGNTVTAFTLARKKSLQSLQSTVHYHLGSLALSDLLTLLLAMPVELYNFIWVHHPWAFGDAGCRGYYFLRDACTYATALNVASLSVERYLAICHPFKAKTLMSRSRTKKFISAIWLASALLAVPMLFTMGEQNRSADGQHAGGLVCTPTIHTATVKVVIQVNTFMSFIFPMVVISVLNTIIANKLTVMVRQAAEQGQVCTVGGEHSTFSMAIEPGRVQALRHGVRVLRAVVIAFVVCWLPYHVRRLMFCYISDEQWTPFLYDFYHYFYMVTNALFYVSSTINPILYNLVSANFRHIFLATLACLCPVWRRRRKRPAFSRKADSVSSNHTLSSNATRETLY
# T cell HTS = modulators of CD8 T cell-vesicle binding, primary screen, mouse 2C CD8+ T cells, flow cytometry | 2C CD8+ T cell-vesicle binding; active compounds read low | calls only at 7 µM | 330,000 tested, 0.068% active;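 active = response, share of CD8 T cells binding vesicles, and their 90th percentile fluorescence all below set limits, cut at about 80% in these data, passing the limit was not always enough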
#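 Material: murine 2C transgenic CD8+ T lymphocytes / Also added: QL9-peptide-loaded Drosophila micro-vesicles bearing Ld, ICAM-1 and B7-1 / Schedule: binding step 1.5 h, 37 °C, antibody labelling 20 min, ice / Signal: flow cytometry, PE anti-B7-1 (FL2) versus Alexa647 anti-CD8 (FL8), PFA-fixed / Evaluation: percent CD8+ FL2 mean versus row control / Benchmarks: naked versus QL9-loaded vesicles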
# RSV CPE inhibition = RSV antiviral activity via CPE protection, HEp-2 cells, primary 10 µM value included (AID 2391). HEp-2 cells, RSV-induced CPE inhibition; higher % means a stronger effect. one-dose CPE inhibition, % at 10 µM; IC50 in µM for titrated hits. 310,000 tested, 0.13% active; in the data active = a potency from the dose series; also: strong numbers were not always called active
# PhoP inhibition = inhibitors of PhoP regulon expression, primary screen, Salmonella Typhimurium, GFP reporter (AID 1863); S. Typhimurium PhoP-regulated promoter GFP reporter, 4 h; higher % means a stronger effect; one-dose inhibition, % at 50 µM; IC50 in µM for titrated hits; 300,000 tested, 0.16% active;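 active = inhibition over 29.93%, a cutoff 3 SD above the screen mean, later confirmed by dose response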;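 also: 0% = low Mg2+ inducing control and 100% = high Mg2+ repressing control; strong numbers were not always called active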
# West Nile virus CPE = West Nile virus antiviral activity, cell-based, CPE readout (AID 1621) | West Nile virus-infected cells, CPE inhibition; higher % means a stronger effect | CPE inhibition, % at 10 µM, or IC50 in µM where a hit was titrated | 290,000 tested, 0.02% active; in the data active = a potency from the dose series; also: strong numbers were not always called active
# MgcRacGAP inhibition = MgcRacGAP GTPase-activating activity inhibitors, confirmation, biochemical, ADP Hunter fluorescence; Rac GTPase-activating protein 1 (Homo sapiens); AID 624330, 2012; 340,000 tested, 0.6% active; inhibition, % at 30 µM; hits with a dose series show IC50 in µM; MgcRacGAP-stimulated Rac1 GTP hydrolysis, ADP Hunter fluorescence; higher % means a stronger effect; GST-tagged Rac1 F28L mutant substrate;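 active = first-screen hits whose inhibition reached a set limit at any dose in the follow-up dose series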;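 also: fluorescence reports GDP produced by GAP-driven GTP hydrolysis; strong numbers were not always called active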
# K1F lysis inhibition = inhibition of K1F phage lysis, E. coli UTI89, bacterial capsule biogenesis inhibitors, alamar blue (AID 488966); 340,000 tested, 0.02% active; inhibition, % at 100 µM, or IC50 in µM where a hit was titrated; E. coli UTI89 K1F phage lysis, alamar blue, 2 h; higher % means a stronger effect;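 active = phage lysis inhibition, versus mean bacterial control, above a set limit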;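 also: capsule biogenesis inhibitors block K1F phage lysis so surviving cells raise fluorescence; higher fluorescence means more inhibition of phage lysis; actives were called in the ten point dose series up to 300 µM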
# T cell HTS vesicle-bound % = recorded beside T cell HTS, whose call it bears; double positive events, %; measured here: CD8+ vesicle-bound cell fraction;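 binding gate set so that unloaded-vesicle control wells show 10% double positive cells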
# NTR1 agonist cell count 20 µM = further read-out of NTR1 agonist, marked with its call; cell count; measured here: cell count, cytotoxicity flag
# Dengue-2 NS5 capping pilot replicate = also measured in Dengue-2 NS5 capping; calls as there; inhibition, %; measured here: pilot screen replicate inhibition
# * = called active by the depositor; i = inactive; nt = not tested or not shown; [ ] = dose if it differs, or a comment. An excerpt. The share of hits here may be higher or lower than overall.
SMILES,SV40 large T antigen,Dengue-2 NS5 capping,NTR1 agonist,NTR1 agonist cell count 20 µM,T cell HTS,T cell HTS vesicle-bound %,RSV CPE inhibition,PhoP inhibition,West Nile virus CPE,MgcRacGAP inhibition,K1F lysis inhibition,others
Cc1ccccc1-n1c(O)c(/C=N/NC(=O)c2ccccc2O)c(=O)[nH]c1=S,8.6%,-8.7%,-1.7,58,i,40.0,2.9%,-8.8%,0.1%,6.9%,0.4%,
NCCc1c[nH]c2ccc(F)cc12,nt,nt,-1.0,40,i,37.8,0.9%,nt,-0.1%,nt,-0.7%[50 µM],
CCCCN=Cc1c(O)n(-c2c(C)cc(C)cc2C)c(=O)[nH]c1=O,7.6%,-26.6%,0.4,91,i,9.7,-0.7%,0.9%,0.3%,5.4%,0.1%,
O=C(c1cc2cc(Br)ccc2[nH]1)N1CCC2(CC1)OCCO2,8.3%,-6.4%,-0.5,55,i,6.2,5.5%,-5.9%,-1.1%,0.4%,-0.3%,
O=c1c2ccccc2[nH]c(=S)n1-c1ccc2c(c1)OCCO2,8.2%,-4.6%,3.2,50,i,31.4,3.7%,-2.0%,0.2%,-4.0%,-0.7%,
CCOc1cccc(OCC)c2c(C)[n+](CC3CCCO3)c(C)c1-2 (stereo unspecified),59.4%,18.9%,0.3,40,i,36.1,16.3%,-9.5%,-0.2%,26.1%,0.4%,
CCCCn1c(O)c(C(C)=NCCc2c[nH]c3ccccc23)c(=O)[nH]c1=O,23.8%,6.9%,3.0,70,i,20.5,14.6%,-5.0%,-0.1%,9.6%,2.6%,
CC1CN(c2ccc([N+](=O)[O-])c(N3CCCCC3)c2)CCN1 (stereo unspecified),13.6%,nt,2.8,75,i,39.3,-1.4%,-2.7%,0.4%,nt,nt,
Cc1c(N=Cc2c(O)n(Cc3ccccc3)c(=O)[nH]c2=O)c(=O)n(-c2ccccc2)n1C,19.7%,-7.1%,1.1,90,i,42.1,2.8%,9.2%,-0.6%,1.1%,0.8%,
COc1ccc(NC(=S)NC(NC(=O)CF)C(Cl)(Cl)Cl)c([N+](=O)[O-])c1 (stereo unspecified),11.3%,-5.8%,4.0,33,i,20.3,1.7%,13.9%,-0.8%,7.0%,2.0%[50 µM],
O=c1c2cc(Cl)cc(Cl)c2nc(CN2CCOCC2)n1-c1ccccc1F,16.6%,-10.9%,5.1,85,i,51.7,1.2%,-3.2%,-0.1%,1.4%,2.8%,
NC(CC(=O)O)C1CCCCC1 (stereo unspecified),11.1%,nt,-1.0,100,i,48.9,-1.7%,3.9%,-0.1%,nt,nt,
Cc1ccc(-n2c(O)c(/C=N/Nc3ccccc3)c(=O)[nH]c2=O)cc1C,26.1%,nt,0.0,44,i,24.5,10.9%,-1.4%,-0.8%,nt,nt,
O=c1[nH]c(=O)n(CCc2ccc(F)cc2)c(O)c1C=NCCCN1CCOCC1,5.0%,0.7%,-1.6,37,i,25.6,0.4%,-9.9%,0.0%,9.8%,-0.1%,
CC/C(=N\NC(=O)c1ccccc1Cl)c1c(O)n(C2CCCCC2)c(=O)[nH]c1=O,16.9%,0.0%,0.1,66,i,9.0,4.3%,1.5%,0.7%,0.7%,1.4%,

# The last three records of the part above are carried over, then new ones follow.
SMILES,SV40 large T antigen,Dengue-2 NS5 capping,NTR1 agonist,NTR1 agonist cell count 20 µM,T cell HTS,T cell HTS vesicle-bound %,RSV CPE inhibition,PhoP inhibition,West Nile virus CPE,MgcRacGAP inhibition,K1F lysis inhibition,others
Cc1ccc(-n2c(O)c(/C=N/Nc3ccccc3)c(=O)[nH]c2=O)cc1C,26.1%,nt,0.0,44,i,24.5,10.9%,-1.4%,-0.8%,nt,nt,
O=c1[nH]c(=O)n(CCc2ccc(F)cc2)c(O)c1C=NCCCN1CCOCC1,5.0%,0.7%,-1.6,37,i,25.6,0.4%,-9.9%,0.0%,9.8%,-0.1%,
CC/C(=N\NC(=O)c1ccccc1Cl)c1c(O)n(C2CCCCC2)c(=O)[nH]c1=O,16.9%,0.0%,0.1,66,i,9.0,4.3%,1.5%,0.7%,0.7%,1.4%,
Cc1ccc(-c2cc(-c3ccccc3)cc(-c3ccccc3)[n+]2-c2ccccc2C(=O)O)cc1,19.2%,-9.6%,8.9,86,i,13.1,6.0%,-14.8%,nt,10.9%,0.5%,
O[C@H]1[C@H](O)[C@@H](O)CN2CC[C@H](O)[C@H]12,23.7%,14.2%,3.1,59,i,18.7,-1.0%,-1.9%,1.1%,-0.8%,1.4%,
CC1CCCCN1Cc1c[nH]c2ccccc12 (stereo unspecified),9.7%,-5.4%,-0.2,68,i,28.3,-1.0%,-6.7%,1.2%,5.0%,1.4%,
CN1C(=O)N(C)C(=O)C2(Cc3c(ccc4ccccc34)N(C)C2)C1=O,23.3%,9.0%,-1.2,85,i,34.4,2.3%,-5.1%,-0.4%,16.3%,0.0%,
CC(C)C(=O)NC(Oc1ccccc1Cl)C(Cl)(Cl)Cl (stereo unspecified),9.2%,-0.7%,-0.1,54,i,48.4,1.7%,-4.5%,1.5%,6.7%,-0.6%,
CCc1cc(=O)oc2cc(OCC(=O)N3C[C@H]4C[C@@H](C3)c3cccc(=O)n3C4)c(Cl)cc12,11.4%,-8.7%,2.0,75,i,41.2,1.8%,2.3%,0.1%,1.3%,4.9%,
CCn1c(O)c(C=NCCN2CCOCC2)c(=O)[nH]c1=S,4.9%,13.9%,-0.8,50,i,48.5,nt,-3.1%,0.3%,10.0%,0.0%,
COc1ccccc1/C=C1\C(=O)NC(=S)N(c2ccccc2)C1=O,13.6%,-47.2%,-0.6,61,i,5.1,-0.1%,2.1%,-0.3%,14.9%,2.5%[50 µM],
O=c1[nH]c(=O)n(-c2cccc3ccccc23)c(O)c1/C=N/N1CCCCCC1,28.8%,-12.4%,0.6,54,i,24.5,nt,-4.6%,-0.1%,10.8%,1.0%,
COC(=O)C1=C(c2ccccc2OCc2ccccc2)C[C@@H]2CC[C@H]1N2C(=O)NCc1ccc(Br)cc1,nt,-6.4%,-0.7,48,i,33.5,5.8%,nt,nt,4.6%,0.1%,
N/C(=N\[N+](=O)[O-])N1CCN(C(=O)OC2CCCC2)CC1,7.9%,-2.6%,0.6,96,i,22.2,2.0%,5.7%,-0.5%,nt,0.3%,
COc1ccc(N2CCN(Cc3nc4ccccc4[nH]3)CC2)cc1,16.7%,22.3%,-1.0,48,i,27.6,68.7%,5.8%,0.2%,13.8%,-0.5%,
CCOC(=O)[C@]1(C#N)[C@@H]2C=CC(C(N)=O)=CN2[C@@H](C(N)=O)[C@@H]1c1ccc(F)cc1,6.9%,16.3%,0.9,57,i,16.7,1.6%,12.0%,0.5%,-16.3%,-1.8%,
COc1ccc(/C=C/C(=O)NC(=S)N2C[C@H]3C[C@H](C2)c2cccc(=O)n2C3)cc1,19.8%,-0.7%,-1.4,81,i,11.2,-0.4%,-3.7%,0.1%,2.4%,0.2%,
O=c1[nH]c(=S)n(-c2cccc(Cl)c2)c(O)c1C=NCCN1CCNCC1,20.3%,-15.0%,0.7,75,i,43.5,2.0%,-9.6%,-0.3%,9.8%,0.3%,
COc1ccc(CC(=O)N2C[C@H]3C[C@@H](C2)c2cccc(=O)n2C3)cc1,12.1%,-2.2%,-0.4,102,i,33.7,2.1%,10.6%,-0.2%,3.0%,3.6%,
O=C1C2CCCN2C(c2cccnc2)N1c1nccs1 (stereo unspecified),14.5%,-7.2%,-1.1,98,i,33.8,1.0%,-6.1%,nt,3.9%,-0.1%,
N#CCCn1cc(C(=O)Nc2ccc(F)cc2)c(-c2ccc([N+](=O)[O-])cc2)n1,4.9%,-16.3%,1.9,24,i,26.2,3.3%,-1.0%,0.1%,2.1%,1.6%,
COc1ccc(CN2CC3CC(C2)c2cccc(=O)n2C3)cc1OC (stereo unspecified),0.0%,0.7%,-1.0,53,i,58.1,0.7%,3.3%,0.5%,-0.3%,2.7%,
C[C@H]1O[C@@H](OC2CC[C@]3(C=O)[C@H]4CC[C@]5(C)[C@@H](C6=CC(=O)OC6)CC[C@]5(O)[C@@H]4CC[C@]3(O)C2)CC2OC(C)(C)OC21 (stereo partly specified),18.1%,-6.6%,nt,nt,i,27.5,-1.5%,nt,10.2%,0.7%,0.1%,
ClCCN1CCN(c2ccnc3cc(Cl)ccc23)CC1,-6.7%,-7.5%,0.3,67,i,56.6,0.7%,3.9%,-0.6%,8.4%,0.5%,
Cc1ccc(S(=O)(=O)N2CCC(C(=O)N3CCC4(CC3)OCCO4)CC2)cc1,11.7%,-3.2%,0.2,83,i,2.8,-0.4%,-0.2%,0.1%,-0.2%,-1.2%,
CC(=NCCC1=CCCCC1)c1c(O)n(C)c(=O)n(C)c1=O,2.0%,-5.5%,-0.3,73,i,52.2,6.0%,1.2%,-0.7%,4.6%,-0.2%,Dengue-2 NS5 capping pilot replicate=-0.8
Cc1ccc(N)c(C(=O)c2ccc(Br)cc2)c1,16.3%,-8.0%,-1.5,89,i,32.2,-0.1%,-4.5%,1.5%,5.7%,-0.3%,
O=C(C[N+]12CCC(CC1)C(CO)C2)c1ccc(Br)cc1 (stereo unspecified),6.0%,-5.4%,1.2,61,i,33.8,-0.1%,8.2%,-0.6%,10.5%,0.1%,
CC1(C)OC(c2ccccc2)=C/C(=C/C=C2C(=O)NC(=S)NC2=O)O1,20.0%,nt,1.3,49,i,40.8,-0.8%,-9.7%,0.7%,nt,nt,
CCOC(=O)c1cc(C)n(CCc2cnc[nH]2)c1C,3.0%,-7.5%,1.5,52,i,46.8,2.1%,15.9%,-0.1%,5.2%,0.5%,
CC1(C)CN=C(Nc2ccccc2C(F)(F)F)S1,13.8%,1.6%,-0.7,85,i,55.7,-0.9%,7.9%,0.3%,11.1%,0.1%,
COc1ccc(-c2nn(CCC#N)cc2C(=O)Nc2ccc(C(C)=O)cc2)cc1,-1.2%,-1.2%,0.7,62,i,15.9,-0.1%,-15.4%,0.4%,-4.8%,-0.2%,
O=C(NCc1ccccc1)c1cccn(Cc2cccc(Cl)c2)c1=O,23.7%,-6.5%,3.8,83,i,52.5,6.1%,6.0%,-1.5%,12.4%,-0.1%,
CN1C(=O)N(C)C(=O)C(CCc2ccccn2)(CCc2ccccn2)C1=O,-0.9%,-6.9%,-1.3,38,i,40.6,3.2%,-8.6%,-0.2%,2.4%,7.6%,

# Screening results as filed in PubChem.
